Bioassay records as filed in PubChem BioAssay.
human PMI inhibitors: human PMI inhibitors, high substrate, primary screen, biochemical, fluorescence intensity, high mannose 6-phosphate (AID 1220). inhibition, % at 20 µM, or IC50 in µM where a hit was titrated. 190,000 compounds, 0.66% hits. recombinant PMI enzyme, coupled fluorescence intensity; higher % means a stronger effect
Siah-1 displacement: blockers of Siah-1 interaction with plectin peptide – biochemical, fluorescence polarization, rhodamine-plectin, uHTS, primary screen (AID 1817). displacement, % at 20 µM, or IC50 in µM where a hit was titrated. 290,000 compounds, 0.02% hits. Siah-1 / rhodamine-plectin peptide fluorescence polarization; higher % means a stronger effect;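 active means displacement of at least 50% at 20 µM, with a fluorescence ratio check between 0.3 and a set limit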;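 further: plate controls were Siah plus tracer with DMSO for no effect and tracer alone without Siah for full effect; strong numbers were not always called active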
TNAP activators: stimulation of alkaline phosphatase TNAP activity – biochemical, luminescent, no phosphate acceptor, uHTS, primary screen (AID 1001) | 200,000 compounds, 0.03% hits | activation fold at 20 µM, or EC50 in µM where a hit was titrated | purified TNAP, luminescent activation assay, no phosphate acceptor; higher activation fold means a stronger effect; in the data active means activation fold from about 3, or a potency from the dose series; inactive means the rest, 99 in 100 with activation fold below about 1.6; further: many of its hits are not listed in these tables
M17LAP inhibition: P. falciparum M17LAP inhibitors, primary screen, biochemical, fluorogenic H-Leu-NHMec substrate, 1536-well (AID 1619); recombinant M17LAP, H-Leu-NHMec fluorogenic kinetic assay; higher % means a stronger effect; one-dose inhibition, % at 30 µM; IC50 in µM for titrated hits; 220,000 compounds, 0.38% hits;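 active means compound inhibiting the enzyme by more than half at any dose during confirmatory dose-response retesting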;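 further: plate controls were full reaction with DMSO carrier for no effect and no enzyme background for full effect; strong numbers were not always called active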
P. falciparum M1AAP: malaria alanyl aminopeptidase activity blockers – biochemical, fluorogenic H-Leu-NHMec substrate, 1536-well (AID 1445); recombinant M1AAP, H-Leu-NHMec fluorogenic kinetic assay; higher % means a stronger effect; inhibition, % at 30 µM, or IC50 in µM where a hit was titrated; 220,000 compounds, 0.42% hits;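 active means primary inhibition above the hit cutoff, then over 50% inhibition at one or more dose response concentrations, cut at about 23% in these data, passing the limit was not always enough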;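 further: plate controls were DMSO full reaction for no effect and no enzyme background for full effect; strong numbers were not always called active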
human PMI inhibition: inhibitors of human PMI, primary screen, biochemical, fluorescence intensity, coupled assay (AID 1209); purified PMI enzyme, coupled fluorescence intensity; higher % means a stronger effect; one-dose inhibition, % at 20 µM; IC50 in µM for titrated hits; 190,000 compounds, 0.42% hits;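 further: plate controls were DMSO vehicle for no effect and wells lacking substrate for full effect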
XIAP displacement: small molecules displacing peptide from XIAP – biochemical, IAP family, fluorescence polarization (AID 1018). XIAP BIR domain, fluorescence polarization peptide displacement; higher % means a stronger effect. displacement, % at 20 µM, or IC50 in µM where a hit was titrated. 200,000 compounds, 0.007% hits; in the data active means displacement above about 50%; further: a part of the inactive calls stands beside numbers as strong as those of hits
Hep lipid drop: modulators of hepatic lipid droplet formation. AML12 mouse hepatocytes, oleate lipid droplets, BODIPY imaging. inhibition, % at 6.5 µM. 240,000 compounds, 0.4% hits. AID 1656;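 active means lipid droplet intensity inhibited by at least 50%, with more than 500 cells counted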
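Material: mouse AML12 hepatocyte cell line, fixed after treatment; Timing: compound with oleate, overnight; Technique: high-content imaging of BODIPY-stained droplets and DAPI nuclei; Probe or stimulus: oleate, 100 µM final; Dosing: compound at 6.5 µM only.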
UTI89 phage lysis: protection from phage-mediated lysis, alamar blue read-out – E. coli UTI89, K1F phage, bacterial capsule biogenesis inhibitors (AID 488966); E. coli UTI89 K1F phage lysis, alamar blue, 2 h; higher % means a stronger effect; inhibition, % at 100 µM, or IC50 in µM where a hit was titrated; 340,000 compounds, 0.02% hits;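 active means phage lysis inhibition, versus mean bacterial control, above a set limit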;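 further: capsule biogenesis inhibitors block K1F phage lysis so surviving cells raise fluorescence; higher fluorescence means more inhibition of phage lysis; actives were called in the ten point dose series up to 300 µM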
Hep lipid drop cells 6.5 µM: second read-out of Hep lipid drop, no call of its own (marks repeat the call); cell count; measured here: cell count, cytotoxicity flag;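 cells counted across two imaged fields per well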
An asterisk follows results filed as active; . = no result given; [ ] = dose if it differs, or a comment. Unless noted, no stated cut-off is given here; in the data, active means inhibition above about 50%; inactive means the rest.

SMILES	human PMI inhibitors	Siah-1 displacement	TNAP activators	M17LAP inhibition	P. falciparum M1AAP	human PMI inhibition	XIAP displacement	Hep lipid drop	Hep lipid drop cells 6.5 µM	UTI89 phage lysis
Cc1cc(C)cc(NC(=S)NCC2CCCO2)c1 (stereo not given)	3%	-1%	1.1	-6%	8%	4%	-9.4%	.	.	0.3%
Cc1ccc(/C=C/c2nnc(-c3ccc(C)cc3)o2)cc1	10%	-2%	1	-9%	-9%	16%	-3.8%	.	.	0.4%
COCC(=O)Nc1cc(OC)cc(OC)c1	8%	-6%	1.1	-4%	-4%	4%	0.0%	-2	792	0.9%[50 µM]
Cc1cc(C(=O)N2CCN(c3ccccn3)CC2)c(C)o1	12%	-1%	1.1	10%	10%	19%	-1.1%	0	749	6.6%
Nc1c(C(=O)c2cccs2)sc2nsc(SCCN3CCCCC3)c12	.	-2%	.	-1%	5%	.	.	11	750	0.5%
CCOC(=O)CSC1=Nc2ccccc2C2=NC(CC(=O)NCc3ccc4c(c3)OCO4)C(=O)N12 (stereo not given)	8%	-1%	0.9	22%	14%	-2%	-6.2%	.	.	1.4%
Cc1cccc2nc(CSc3nc4ccc([N+](=O)[O-])cc4[nH]3)c(Br)n12	-18%	1%	1.9	10%	2%	2%	-2.2%	-28	588	1.0%[50 µM]
CSc1nc2ccccc2cc1/C=C(\C#N)c1cccc(C)c1	0%	1%	1.1	-3%	-9%	2%	-4.2%	.	.	0.4%
CCOC(=O)C1=C(N)N2C(=O)CSC2=C(C(=O)OC)C1	8%	0%	1.2	10%	-1%	-2%	-8.6%	.	.	1.3%
O=C(NNc1cccc(Cl)n1)C1CC1	5%	0%	1	1%	1%	-2%	10%	9	722	-0.3%
Cc1ccc(S(=O)(=O)CCC(=O)NCCN2C(=O)S/C(=C/c3ccc(F)cc3)C2=O)cc1	-2%	6%	1	24%	8%	9%	-7.9%	22	654	0.4%[50 µM]
Cc1ncc(CN2CCN(CCc3ccccc3)C(CCO)C2)s1 (stereo not given)	9%	4%	1.1	.	.	6%	-6.5%	10	746	-0.2%
Cc1cccc(S(=O)(=O)c2c(N)n(/N=C/c3ccco3)c3nc4ccccc4nc23)c1	14%	-14%	1.1	-28%	12%	-2%	-14%	.	.	8.6%
O=C1CCCN1CCC12CC3CC(CC(C3)C1)C2	2%	2%	1	4%	-2%	1%	-1.8%	2	731	11%
CCOC(=O)c1cc2sc(C)cc2n1CC(=O)NCc1ccc(F)cc1	2%	-2%	1.1	-4%	0%	2%	-22%	5	669	4.3%
CS(=O)(=O)N1N=C(c2ccco2)CC1c1ccc(Br)cc1 (stereo not given)	-2%	3%	1.2	16%	-1%	-5%	-4.1%	-1	664	0.1%
c1ccc(CSc2ccc3nnc(-c4cccnc4)n3n2)cc1	-2%	-6%	1.3	9%	-18%	4%	-4.3%	-2	679	3.5%[50 µM]
COc1ccc(C=O)cc1OS(=O)(=O)c1ccc(NC(C)=O)cc1	-3%	-3%	1.2	-8%	4%	5%	-5.5%	5	536	0.0%
N#CC(C#N)=C1C=C2C=C(N3CCOCC3)CCC2CC1 (stereo not given)	55%*	10%	1	-3%	10%	21%	-7.5%	11	723	0.5%
O=C(CCNS(=O)(=O)c1cccc2nsnc12)NCCc1ccccc1	16%	0%	1.1	-1%	6%	17%	-4.8%	21	687	0.2%
CN(C)CCCN(C(=O)c1ccco1)c1nc2c(F)cc(F)cc2s1	-13%	1%	1	14%	9%	-18%	1.0%	-25	547	0.3%
CC(SC1CCCC1)C(=O)NC(C)(C#N)C(C)C (stereo not given)	1%	0%	1.1	-4%	5%	2%	-2.9%	.	.	0.2%
COc1ncccc1C(=O)N1CCCC(C(=O)c2cc(F)ccc2F)C1 (stereo not given)	-3%	-4%	1	-5%	-5%	5%	-3.1%	6	728	0.1%
N#Cc1ccccc1Sc1ccccc1C(=O)OCC(=O)NC12CC3CC(CC(C3)C1)C2	6%	-2%	0.9	16%	5%	8%	-7.3%	19	676	1.2%

Sorted by length of the SMILES (falling): part of the list above
SMILES	human PMI inhibitors	Siah-1 displacement	TNAP activators	M17LAP inhibition	P. falciparum M1AAP	human PMI inhibition	XIAP displacement	Hep lipid drop	Hep lipid drop cells 6.5 µM	UTI89 phage lysis
Cc1cccc(S(=O)(=O)c2c(N)n(/N=C/c3ccco3)c3nc4ccccc4nc23)c1	14%	-14%	1.1	-28%	12%	-2%	-14%	.	.	8.6%
N#Cc1ccccc1Sc1ccccc1C(=O)OCC(=O)NC12CC3CC(CC(C3)C1)C2	6%	-2%	0.9	16%	5%	8%	-7.3%	19	676	1.2%
CCOC(=O)c1cc2sc(C)cc2n1CC(=O)NCc1ccc(F)cc1	2%	-2%	1.1	-4%	0%	2%	-22%	5	669	4.3%
O=C(CCNS(=O)(=O)c1cccc2nsnc12)NCCc1ccccc1	16%	0%	1.1	-1%	6%	17%	-4.8%	21	687	0.2%
CS(=O)(=O)N1N=C(c2ccco2)CC1c1ccc(Br)cc1 (stereo not given)	-2%	3%	1.2	16%	-1%	-5%	-4.1%	-1	664	0.1%
c1ccc(CSc2ccc3nnc(-c4cccnc4)n3n2)cc1	-2%	-6%	1.3	9%	-18%	4%	-4.3%	-2	679	3.5%[50 µM]
CC(SC1CCCC1)C(=O)NC(C)(C#N)C(C)C (stereo not given)	1%	0%	1.1	-4%	5%	2%	-2.9%	.	.	0.2%
O=C1CCCN1CCC12CC3CC(CC(C3)C1)C2	2%	2%	1	4%	-2%	1%	-1.8%	2	731	11%
